From PubChem BioAssay
Furin inh: human furin inhibition; P09958; purified furin, fluorogenic substrate cleavage; inhibition, % at 30 µM; hit rate 0.061% among 220,000; in the data active = inhibition above about 25%; note: inactives centre near -15
PERK inhibitor: blocks human PERK kinase | Q9NZJ5 | CHO PERK-DD fusion, SEAP luminescence translation reporter | inhibition, % at 5.6 µM | hit rate 0.17% among 220,000;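 active = inhibition above the mean inhibition of all tested compounds plus 3 SD, set separately per screening campaign, cut at about 2.9% in these data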;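 note: PERK kinase domain activated by AP20187 dimerizer at 100 nM; 0% = DMSO with dimerizer and 100% = rapamycin at 8.4 µM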
Target sequence (Q9NZJ5 whole entry, looked up, the tested form may be a part): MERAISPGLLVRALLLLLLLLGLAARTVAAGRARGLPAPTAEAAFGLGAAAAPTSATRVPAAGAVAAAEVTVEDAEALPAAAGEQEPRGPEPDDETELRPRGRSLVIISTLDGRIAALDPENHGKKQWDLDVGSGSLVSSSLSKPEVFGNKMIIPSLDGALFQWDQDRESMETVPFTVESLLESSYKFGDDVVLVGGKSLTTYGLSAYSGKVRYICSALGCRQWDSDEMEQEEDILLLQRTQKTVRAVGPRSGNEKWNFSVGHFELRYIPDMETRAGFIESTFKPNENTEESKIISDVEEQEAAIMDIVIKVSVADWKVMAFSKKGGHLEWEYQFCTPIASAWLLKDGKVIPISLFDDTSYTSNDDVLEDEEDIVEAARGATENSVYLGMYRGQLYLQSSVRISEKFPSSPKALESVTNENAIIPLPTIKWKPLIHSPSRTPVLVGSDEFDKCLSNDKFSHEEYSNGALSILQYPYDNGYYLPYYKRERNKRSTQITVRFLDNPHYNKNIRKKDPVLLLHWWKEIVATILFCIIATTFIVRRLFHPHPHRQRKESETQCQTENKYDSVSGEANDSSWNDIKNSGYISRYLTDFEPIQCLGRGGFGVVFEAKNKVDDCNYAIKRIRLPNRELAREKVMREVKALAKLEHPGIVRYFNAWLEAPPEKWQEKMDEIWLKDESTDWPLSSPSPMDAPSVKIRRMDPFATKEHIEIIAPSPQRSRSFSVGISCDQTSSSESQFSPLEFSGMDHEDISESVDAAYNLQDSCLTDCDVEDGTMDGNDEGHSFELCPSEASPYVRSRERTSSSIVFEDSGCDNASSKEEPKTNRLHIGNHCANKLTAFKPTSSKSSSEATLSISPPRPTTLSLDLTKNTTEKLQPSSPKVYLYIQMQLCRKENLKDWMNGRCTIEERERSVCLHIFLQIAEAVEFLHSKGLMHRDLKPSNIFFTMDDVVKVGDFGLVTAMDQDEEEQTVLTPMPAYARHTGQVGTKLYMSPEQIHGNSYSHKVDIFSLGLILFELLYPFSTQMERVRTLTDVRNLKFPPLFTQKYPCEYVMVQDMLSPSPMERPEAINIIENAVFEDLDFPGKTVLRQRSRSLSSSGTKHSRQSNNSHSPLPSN
FXIa inh 1536: blocks human coagulation factor XIa protease activity; P03951; purified FXIa, Boc-Glu-Ala-Arg-AMC fluorogenic substrate; inhibition, % at 5 µM; hit rate 0.14% among 220,000;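 active = inhibition of at least 40%; inactive = inhibition below 40%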;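 note: fluorescence of freed AMC excited at 355 nm; 0% = enzyme without compound and 100% = no enzyme blank; many of its hits are not listed in these tables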
KCC2 mod: modulates chloride dependent transport by human KCC2. Q9H2X9. KCC2 cells, thallium flux FluoZin-2 fluorescence. B-score of Tl+ flux slope (higher = more flux/activation; lower = inhibition) at 10 µM. hit rate 2.2% among 190,000. AID 1456;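 active = thallium flux slope and its plate-corrected score both differing from the plate sample mean at a set confidence after two filtering rounds, in either direction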;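 note: slope of fluorescence scaled to starting intensity during 10 to 20 s after thallium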
hK5 inh: blocks human kallikrein 5 protease activity; recombinant hK5, fluorogenic AMC substrate cleavage; inhibition, % at 5 µM; hit rate 0.59% among 210,000; AID 873;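 active = inhibition of 40% or more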;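 note: 0% = enzyme controls without compound and 100% = no-enzyme blanks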
thrombin 1536: inhibitors of human thrombin; alpha-thrombin, Boc-VPR-AMC fluorogenic substrate cleavage; inhibition, % at 5 µM; hit rate 0.26% among 220,000;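 active = inhibition at or above 40%; inactive = inhibition below 40%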;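 note: 0% = enzyme with no compound and 100% = wells without enzyme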
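Assay system: human alpha-thrombin enzyme. Reagent: Boc-VPR-AMC substrate, 15 µM final. Compound dosing: one concentration per compound, 5 µM, with 0.2% DMSO. Incubation: room-temperature reaction. Technique: AMC fluorescence, 355/460 nm. Measure: % inhibition relative to enzyme controls and enzyme-free blanks.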
Calpain2 inh: inhibitors of pig calpain II | hit rate 0.37% among 220,000 | purified calpain II, fluorogenic peptide substrate, 30 min | inhibition, % at 16 µM;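 active = inhibition above about 50%, limit read from the data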
FXIIa inh 1536: inhibitors of human coagulation factor XIIa | P00748 | purified FXIIa, Boc-QGR-AMC fluorogenic substrate, 2 h | inhibition, % at 5 µM | hit rate 0.3% among 220,000 | AID 800; in the data active = inhibition above about 40%;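 note: 0% = enzyme with no compound and 100% = blank without enzyme; many of its hits are not listed in these tables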
Rad51 HR inh: blocks human Rad51 in homologous recombination; Q06609; hRad51 DNA strand exchange, fluorescence dequenching; inhibition, % at 10 µM; hit rate 0.085% among 200,000; AID 1385;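 active = inhibition above 40% at the single screening dose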;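 note: 0% = DMSO control wells and 100% = blanks with heterologous ssDNA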
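Material: human Rad51–ssDNA filaments; Probe or stimulus: labelled 47-mer dsDNA for strand exchange; Doses: single 10 µM dose; Incubation: 37 °C 15-min filament assembly, 30-min compound preincubation, 15-min exchange; Technique: FRET fluorescence dequenching, excitation 485 nm, emission 520 nm; Measure: Fluorescence-based percent inhibition, control- and blank-normalised; Benchmarks: plate control and blank wells.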
The depositor's hits bear a star; . = not tested or not shown; [ ] = remark or other dose.

SMILES | Furin inh | PERK inhibitor | FXIa inh 1536 | KCC2 mod | hK5 inh | thrombin 1536 | Calpain2 inh | FXIIa inh 1536 | Rad51 HR inh
Cn1cccc1Cc1nnc(SCC(=O)NC2CCCCC2)n1-c1ccc(F)cc1 | -29.1 | -0.3 | 4.4 | 0.761 | 1.8 | -2.5 | -34.4 | 18.5 | -1.7
CCOc1ccccc1N=CC1=C(O)CC(c2ccccc2)CC1=O (stereo unspecified) | -1.6 | 0.0 | -2.7 | -0.00664 | -6.6 | 1.6 | -20.4 | 3.0 | -28.6
O=C1CCC(C(=O)NC2(C(=O)NC3CCCCC3)CCCCC2)N1 (stereo unspecified) | -7.7 | 1.0 | -0.8 | 0.0841 | -14.4 | 0.5 | -16.8 | 10.7 | -1.1
CCOC(=O)C1=C(C)NC2=C(C1c1ccc([N+](=O)[O-])cc1)S(=O)(=O)c1ccccc12 (stereo unspecified) | -11.9[20 µM] | 0.1 | 2.2 | -1.7 | 0.2 | 3.7 | -39.4 | 9.0 | -0.9
O=C1OCC(c2ccccc2)=C1c1ccccc1[N+](=O)[O-] | -8.6 | 1.6 | -1.8 | 0.123 | 0.4 | -3.7 | 15.9 | 6.0 | 5.1
CN(CCOc1ccc(-c2ccn(S(=O)(=O)c3cccc4ccccc34)n2)cc1)c1ccccn1 | -16.1[20 µM] | 0.7 | -0.8 | . | -37.1 | -1.3 | 9.9 | 7.0 | 2.7
C=C(C)C1CC=C(C)/C(=N/NC(=O)c2ccc(NC(=O)c3cccc(C)c3)cc2)C1 (stereo unspecified) | -13.1[20 µM] | 0.9 | -0.2 | 1.18 | -1.5 | 4.0 | -25.6 | 7.4 | .
CC(=O)c1ccc(-c2ccccc2OC(F)(F)F)o1 | -20.3 | 1.1 | 0.9 | -1.33 | -7.4 | 3.6 | 16.5 | 9.3 | -16.0
S=C(Nc1ccc(Cl)cc1)N1CCN(C2CCCCC2)CC1 | -26.4[20 µM] | 0.3 | 2.8 | . | -5.8 | 0.6 | 4.6 | 12.0 | .
CSc1nccn1CC(=O)Nc1ccc(F)cc1 | -25.1 | 0.9 | 3.4 | . | -4.3 | 1.4 | -21.8 | 10.2 | 3.7
O=C(O)C1C2C=CC(O2)C1C(=O)NCCc1cccc(Cl)c1 (stereo unspecified) | -8.1 | 0.2 | 1.7 | 0.33 | -1.4 | . | -14.2 | 7.1 | 3.0
O=C(Nc1cccnc1)c1ccc(S(=O)(=O)c2ccccc2)cc1 | -24.9 | 0.6 | -4.5 | -1.8 | -2.9 | -9.6 | -13.5 | . | -1.3
COc1ccc(-c2cc(C(F)(F)F)nc(SCc3cccc(C(=O)O)c3)n2)cc1 | 14.7[20 µM] | -0.2 | -6.1 | . | -3.6 | -2.2 | -127.3 | 0.5 | 4.4
CC(C)OC(=O)c1nnc(Cc2ccc(F)cc2)o1 | -13.9 | . | 3.4 | -1.11 | -10.6 | -4.7 | 9.7 | 12.6 | 1.0
Cc1c(-c2cccs2)[n+](=O)c2c(n1[O-])CCC2 | -18.3 | 2.0 | 17.1 | . | 60.3* | 40.1* | 13.9 | 34.3 | 2.3
Cc1cccc(C)c1NC(=O)NCc1ccco1 | -32.9 | 1.1 | -3.1 | -0.825 | -2.4 | -2.6 | -7.5 | 6.8 | .
CC(=O)Nc1ccc(OCc2ccc(S(=O)(=O)Cc3ccccc3)cc2)cc1 | -16.8 | -0.1 | -5.5 | -1.26 | -26.8 | -2.9 | 1.3 | -6.2 | -3.8
O=[N+]([O-])c1cc(Cl)ccc1NCCNS(=O)(=O)c1ccccc1 | 0.6 | 0.1 | -3.3 | -0.439 | -2.9 | 12.1 | 29.3 | -5.3 | -9.9
O=C(Cn1nnc(-c2ccccc2NC(=O)c2ccccc2F)n1)NCc1ccco1 | -4.5 | -0.3 | 4.8 | . | -4.8 | 4.8 | -4.9 | 9.7 | -1.4
Cc1sc2nc(SCC(=O)NCc3ccco3)n(C)c(=O)c2c1C | -12.4 | -0.1 | -5.7 | -0.755 | -28.7 | -14.2 | -28.6 | -3.7 | -1.0
CC(C)(C)SCCNS(=O)(=O)c1ccc(F)cc1 | -20.1 | 0.5 | 1.8 | . | 0.8 | -1.8 | -25.7 | 2.7 | 3.8
Cc1ccsc1/C=C1/SC(=O)N(CC(=O)N2CCOCC2)C1=O | -11.5[20 µM] | 1.3 | 10.8 | -2.54 | -28.8 | -0.7 | -5.7 | 17.4 | -6.1
CSc1nsc(SCC(=O)N2CCN(c3ccccc3)CC2)n1 | -7.0[20 µM] | -0.5 | 0.1 | -0.0271 | -12.1 | -7.5 | 22.3 | 16.0 | -1.3
CSCCC(NC(N)=O)C(=O)Nc1ccc2ccccc2c1 (stereo unspecified) | -21.9 | -0.1 | 2.0 | -0.139 | 9.3 | -10.3 | -23.6 | 10.2 | -1.9
COc1ccc(C2CC(=O)N(CC(=O)NCC3CCCO3)c3ccccc3S2)cc1 (stereo unspecified) | -7.7 | -0.3 | 1.7 | -0.376 | 3.0 | 2.8 | 9.7 | 8.1 | 10.1
The list goes on.
SMILES | Furin inh | PERK inhibitor | FXIa inh 1536 | KCC2 mod | hK5 inh | thrombin 1536 | Calpain2 inh | FXIIa inh 1536 | Rad51 HR inh
CC(C)c1ccccc1-n1c(SCc2cc(=O)oc3ccc4ccccc4c23)nnc1-c1cccnc1 | 7.9 | -0.2 | -5.2 | -1.47 | 9.7 | 19.9 | -152.3 | -4.4 | -9.2
C=CCN(C(=O)CCC(=O)Nc1cc(C)on1)C(C(=O)NC1CCCC1)c1cccnc1 (stereo unspecified) | -11.8 | 0.1 | -10.8 | -0.367 | -7.5 | -6.5 | 19.8 | -2.7 | 9.4
CC(C)CNS(=O)(=O)c1ccc(CCC(=O)Nc2ccc3c(c2)OCCO3)cc1 | -13.5 | 0.3 | -8.6 | 0.234 | 10.5 | -4.0 | 31.5 | 3.2 | -3.1
O=C(CNC(=O)Cn1ccc2ccccc2c1=O)NCCCN1CCCCCC1 | -13.9 | 0.7 | -0.1 | 0.705 | -16.1 | -3.0 | -20.3 | 4.4 | -6.5
COc1cc(C#N)c(NC(=O)CN2CCN(CCO)CC2)cc1OC | -25.6 | 0.4 | 2.1 | -0.767 | -2.5 | -6.2 | 13.1 | 4.6 | -6.2
S=c1[nH]nc(COc2cccc3ccccc23)n1Cc1ccccc1 | -1.5 | 1.2 | 1.4 | 0.057 | -3.2 | -2.7 | -16.6 | 7.4 | .
Cc1cc(C)nc(N2CCC(C(=O)NC3CCCCCC3)CC2)n1 | -23.8[20 µM] | 0.6 | . | -0.908 | . | . | . | . | -2.0
Cc1cc(C(F)F)n2nc(C(=O)O)nc2n1 | -5.3 | 1.2 | 1.1 | -2.23 | -11.7 | 1.4 | -6.6 | 0.5 | 1.6
O=C(c1ccc(-c2nc3ccccc3s2)s1)N1CCOCC1 | -0.5 | 0.2 | -3.4 | -1.35 | -8.5 | -11.5 | -22.6 | -9.5 | -3.2
Cc1ccccc1N=C1c2ccccc2C(=O)C1[N+](=O)[O-] (stereo unspecified) | -4.0 | 0.3 | -0.2 | . | -0.9 | -4.0 | -16.8 | 5.7 | -165.8
CCOCCCNC(=O)C(NC(=O)c1ccc2c(c1)OCO2)c1ccccc1 (stereo unspecified) | -10.0 | 0.6 | -4.5 | 1.83 | -7.7 | -5.8 | 20.1 | 1.3 | 7.5
CCCS(=O)(=O)N1CCC(C(=O)NCCCN2CCC(Cc3ccccc3)CC2)CC1 | -20.4[20 µM] | -0.5 | 5.6 | -1.73 | -28.9 | -4.5 | -11.4 | 7.2 | -2.8
O=C(CSc1nnc(-c2cccnc2)n1-c1ccccc1)N1CCN(c2ccc(F)cc2)CC1 | 3.8[20 µM] | -2.9 | -1.2 | . | 9.9 | 2.4 | 19.3 | 8.7 | 3.0
CC(C)CCNC(=O)c1cc([N+](=O)[O-])ccc1N1CCOCC1 | -12.3 | 0.2 | 0.6 | 0.6 | -7.3 | -10.4 | -10.6 | 8.2 | -8.2
COc1ccc(C2C(C(=O)N3CCN(c4ccccc4)CC3)c3ccccc3C(=O)N2C)cc1OC (stereo unspecified) | -21.2[20 µM] | -1.3 | -4.3 | 2.24 | 2.1 | -2.1 | 11.0 | -4.4 | -1.7
CN1CCN(c2ccccc2NC(=O)Cc2ccc(Cl)cc2)CC1 | -1.0[20 µM] | -1.9 | 1.5 | . | 7.1 | 0.3 | 1.9 | 9.7 | 7.0
CCCC(C(=O)Nc1nccs1)c1ccccc1 (stereo unspecified) | -4.7[20 µM] | 0.5 | -3.4 | -0.977 | -6.7 | 1.9 | -19.1 | 3.4 | 2.9
CCn1cc(/C=N\NC(=O)C2(C)CC2(Cl)Cl)c(C)n1 (stereo unspecified) | -15.0 | 0.8 | 1.5 | 0.221 | -8.0 | -1.4 | -9.1 | 7.7 | .
CC(C)Cn1c(-c2ccccc2F)n[nH]c1=S | -10.5[20 µM] | 1.9 | -3.8 | 1.71 | -16.3 | 2.6 | 40.7 | 4.8 | .
O=C(CSc1cc(Cl)ccc1Cl)NCC(=O)Nc1ccc(F)c(F)c1F | -16.5 | 0.4 | 2.2 | 0.573 | -8.4 | -1.7 | 9.6 | 9.4 | 14.1
CCOC(=O)CCc1c(C)c2ccc(OC(C)C(=O)OCC)c(C)c2oc1=O (stereo unspecified) | -23.1[20 µM] | -0.1 | -2.4 | -0.796 | -1.9 | -7.0 | -174.4 | 6.2 | 0.7
COc1cc(NC(=O)c2cccnc2SC)cc(OC)c1 | -16.3 | -0.6 | -4.5 | 0.553 | -1.2 | -6.6 | -3.5 | . | 3.2
O=C(/C=C/c1ccc(F)cc1)NC(=S)N1CCOCC1 | -19.9 | 0.8 | -4.5 | 1.74 | -1.2 | -12.8 | -32.7 | 6.6 | 3.5
CN(C)/C=N/c1c(C#N)cnn1-c1ncnc2sc(-c3ccccc3)cc12 | -4.7 | -0.6 | -0.1 | -1.46 | -24.1 | -0.1 | -27.9 | 12.9 | -0.8
COc1ccc2cc(C(=O)NC3CCCCC3)c(=O)oc2c1 | -19.5[20 µM] | 1.1 | -14.4 | 2.16 | -75.7 | -12.0 | -82.8 | -10.2 | -4.0
O=C(N/N=C/c1cn(CCOc2ccccc2)c2ccccc12)c1ccncc1 | -13.3 | -0.3 | 10.8 | -0.416 | -13.3 | -5.0 | -31.8 | 17.8 | -1.1
CCOC(=O)c1ccc(N/C(=N\S(=O)(=O)c2ccccc2C)c2ccccc2)cc1 | -20.2[20 µM] | -0.5 | -7.0 | -0.0641 | 0.8 | -3.6 | 14.2 | -7.9 | -13.0

These rows are one share of the data, so the mix of outcomes need not match the whole.
